LYP phosphatase = LYP phosphatase inhibitors, primary screen, biochemical, DiFMUP fluorescence, recombinant catalytic domain, 10 µM (AID 606); recombinant LYP catalytic domain, DiFMUP fluorescence; higher % means a stronger effect; inhibition, % at 10 µM, or IC50 in µM where a hit was titrated; 52,000 tested, under 10 active;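 active means IC50 under 40 µM in the dose-response test; inactive means IC50 of 40 µM or more, or never dose-tested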
Bfl-1 inhibitors = displacement of Bid BH3 peptide from Bfl-1 – biochemical, fluorescence polarization, FITC-Bid, mouse, primary screen (AID 432); displacement, % at 20 µM; hits with a dose series show IC50 in µM; FITC-Bid BH3 peptide fluorescence polarization displacement; higher % means a stronger effect; 64,000 tested, 0.02% active; in the data active means a potency from the dose series; inactive means the rest, 99 in 100 with displacement below about 15%; further: strong numbers were not always called active
HPDE-C7 cytotoxicity = cytotoxicity in HPDE-C7 cells, cell-based, fluorescence, HTS (AID 430); HPDE-C7 pancreatic duct cells viability, fluorescence; higher % means a stronger effect; cytotoxicity, % at 10 µM; hits with a dose series show EC50 in µM; 63,000 tested, 1.8% active;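 further: cells exposed to compound for 48 hours before viability readout; 0% = vehicle and 100% = reference cytotoxic drug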
Spn DPM-DC inh = S. pneumoniae DPM-DC inhibition. purified DPM-DC, PK/LDH coupled NADH fluorescence. calls only at 10 µM. 65,000 tested, 0.49% active;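 active means the 320 compounds with the highest percent inhibition in the single-dose primary screen, excluding strongly autofluorescent ones, cut at about 32% in these data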;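 further: kinetic rate of NADH fluorescence loss reporting ADP formed by the decarboxylase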
Spn PMK inh = S. pneumoniae PMK inhibition; purified PMK, PK/LDH-coupled NADH absorbance 340 nm; inhibition, % at 10 µM; 65,000 tested, 0.49% active; AID 539;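 active means top-ranked compounds by inhibition in the single 10 µM screen, taking a fixed number of the strongest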;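 further: 0% = full reaction with DMSO carrier and 100% = background rate without enzyme reaction; no value below 0 was filed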
MK inhibit = S. pneumoniae mevalonate kinase inhibition | purified MK, PK/LDH-coupled NADH absorbance 340 nm | inhibition, % at 10 µM | 65,000 tested, 0.48% active;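 active means ranked among the strongest by inhibition in the single 10 µM screen, a fixed top-ranked set picked for dose follow-up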; further: no value below 0 was filed
HPDE-C7K KRASV12 = viability loss of HPDE-C7K cells – cell-based, fluorescence, HTS, primary screen (AID 431); HPDE-C7K KRASV12 cells, Alamar Blue viability, 48 h; higher % means a stronger effect; 63,000 tested, 1.7% active; cytotoxicity, % at 10 µM, or EC50 in µM where a hit was titrated;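 active means compounds whose percent cytotoxicity in the single-dose primary screen, scaled between solvent and toxic-drug controls, exceeds 50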;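 further: 0% = DMSO solvent wells and 100% = doxorubicin-treated wells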
Alkaline phosphatase = human TNAP enzyme inhibitors, biochemical, luminescent (AID 518); inhibition, % at 20 µM, or IC50 in µM where a hit was titrated; purified TNAP enzyme, luminescent substrate readout; higher % means a stronger effect; 64,000 tested, 0.09% active; in the data active means a potency from the dose series; inactive means the rest, 99 in 100 with inhibition below about 22%;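 further: plate controls were vehicle for no effect and reference inhibitor for full effect; many of its hits are not listed in these tables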
HT1080 cytotoxicity = cytotoxicity in HT1080 fibrosarcoma cells, cell-based, fluorescence readout (AID 620). HT1080 viability, fluorescence; higher % means a stronger effect. one-dose cytotoxicity, % at 10 µM; EC50 in µM for titrated hits. 87,000 tested, 0.42% active;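 further: cells exposed to compound overnight then 4 h with Alamar Blue; 0% = vehicle DMSO and 100% = killing control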
Spn PMK inh pilot replicates = further read-out of Spn PMK inh, marked with its call; inhibition, %; measured here: pilot screen replicates
MK inhibit pilot replicates = further read-out of MK inhibit, marked with its call; inhibition, %; measured here: pilot screen replicates
Spn DPM-DC inh pilot screen % = recorded beside Spn DPM-DC inh, whose call it bears; inhibition, %; measured here: pilot screen trials
* hit, by the source's call. Unless noted, no stated cut-off is given here; in the data, active means cytotoxicity above about 50%; inactive means the rest.

For O=S(=O)(Nc1ccccn1)c1ccc(C2CCCCC2)cc1 the results were LYP phosphatase 9%, Bfl-1 inhibitors -6%, HPDE-C7 cytotoxicity -13%, Spn DPM-DC inh inactive, Spn PMK inh 0, MK inhibit 10, HPDE-C7K KRASV12 -4%, Alkaline phosphatase 16% and HT1080 cytotoxicity -2%.
Screening CCOC(=O)C1CCN(C(=O)Cc2c(C(=O)O)n(C)c3ccccc23)CC1 returned LYP phosphatase 13%, Bfl-1 inhibitors 8%, HPDE-C7 cytotoxicity 3%, Spn DPM-DC inh inactive, Spn PMK inh 15, MK inhibit 9, HPDE-C7K KRASV12 16%, Alkaline phosphatase 4% and HT1080 cytotoxicity -4%.
For O=C(CCc1nc(-c2ccc(Cl)cc2)no1)OCc1ccc(Br)cc1 the results were LYP phosphatase 6%, Spn DPM-DC inh inactive, Spn PMK inh 0, MK inhibit 5 and HT1080 cytotoxicity -4%.
For c1ccc2c(c1)nc1n2C2(N3CCOCC3)CCCC2C1N1CCOCC1 (stereo not drawn) the results were Bfl-1 inhibitors 2%, HPDE-C7 cytotoxicity -26%, Spn DPM-DC inh inactive, Spn PMK inh 20, MK inhibit 0, HPDE-C7K KRASV12 -40%, Alkaline phosphatase 17% and HT1080 cytotoxicity -9%.
Screening CCOC(=O)NC(Nc1ccc(S(N)(=O)=O)cc1)(C(=O)OCC)C(F)(F)F (stereo not drawn) returned LYP phosphatase 13%, Bfl-1 inhibitors 7%, HPDE-C7 cytotoxicity -21%, Spn DPM-DC inh inactive, Spn PMK inh 8, MK inhibit 4, HPDE-C7K KRASV12 -16%, Alkaline phosphatase 6% and HT1080 cytotoxicity -20%.
COC(=O)Cn1ncn2cccc2c1=O was read as Bfl-1 inhibitors 0%, HPDE-C7 cytotoxicity 3%, Spn DPM-DC inh inactive, Spn PMK inh 14, MK inhibit 9, HPDE-C7K KRASV12 1%, Alkaline phosphatase 0% and HT1080 cytotoxicity -4%.
COc1ccc(CC(=O)Nc2ccc(-c3nnc(-c4ccccc4)o3)cc2)cc1OC was read as LYP phosphatase -2%, Bfl-1 inhibitors 34%, HPDE-C7 cytotoxicity 10%, Spn DPM-DC inh inactive, Spn PMK inh 0, MK inhibit 3, HPDE-C7K KRASV12 3%, Alkaline phosphatase 11% and HT1080 cytotoxicity 0%.
O=S(=O)(Nc1ccc2c(c1)oc1ccccc12)N1CCCC1 was read as LYP phosphatase -2%, Bfl-1 inhibitors -5%, HPDE-C7 cytotoxicity -8%, Spn DPM-DC inh inactive, Spn PMK inh 11, MK inhibit 0, HPDE-C7K KRASV12 -9%, Alkaline phosphatase 8% and HT1080 cytotoxicity 4%.
For CCOC(=O)c1[nH]cnc1C(=O)NC1CCCCC1 the results were LYP phosphatase -2%, Bfl-1 inhibitors -4%, HPDE-C7 cytotoxicity 2%, Spn DPM-DC inh inactive, Spn PMK inh 0, MK inhibit 0, HPDE-C7K KRASV12 -4%, Alkaline phosphatase 7% and HT1080 cytotoxicity 10%.
Screening CSc1nc(O)c(C2OC(=O)c3ccccc32)c(=O)[nH]1 (stereo not drawn) returned Bfl-1 inhibitors -1%, HPDE-C7 cytotoxicity -20%, Spn DPM-DC inh inactive, Spn PMK inh 3, MK inhibit 5, HPDE-C7K KRASV12 -20%, Alkaline phosphatase 4% and HT1080 cytotoxicity 2%.
`Cc1ccc2nc(NC(=O)CN(C)S(=O)(=O)c3cccc4nsnc34)sc2c1` gave LYP phosphatase -2%, Bfl-1 inhibitors 2%, HPDE-C7 cytotoxicity 14%, Spn DPM-DC inh inactive, Spn PMK inh 17, MK inhibit 0, HPDE-C7K KRASV12 4%, Alkaline phosphatase 8%, HT1080 cytotoxicity 13%, Spn PMK inh pilot replicates 2.0, MK inhibit pilot replicates 0.0 and Spn DPM-DC inh pilot screen % 6.0.
`COC(=O)c1c(N)c2ccccc2[nH]c1=O` gave Bfl-1 inhibitors -2%, HPDE-C7 cytotoxicity -5%, Spn DPM-DC inh inactive, Spn PMK inh 2, MK inhibit 1, HPDE-C7K KRASV12 2%, Alkaline phosphatase -1% and HT1080 cytotoxicity 7%.
For Cc1cc(C)n(-c2ccc(OCC(=O)O)nn2)n1 the results were LYP phosphatase -12%, Bfl-1 inhibitors 4%, HPDE-C7 cytotoxicity -11%, Spn DPM-DC inh inactive, Spn PMK inh 10, MK inhibit 0, HPDE-C7K KRASV12 -3%, Alkaline phosphatase 1% and HT1080 cytotoxicity 8%.
O=c1[nH]c2ccc(Cl)cc2c(-c2ccccc2)c1CN1CCOCC1 was read as Bfl-1 inhibitors 15%, HPDE-C7 cytotoxicity 19%, Spn DPM-DC inh inactive, Spn PMK inh 10, MK inhibit 8, HPDE-C7K KRASV12 22%, Alkaline phosphatase -6% and HT1080 cytotoxicity 14%.
COC(=O)c1sccc1NC(=O)c1cc(C)on1 was read as LYP phosphatase 6%, Bfl-1 inhibitors -8%, HPDE-C7 cytotoxicity 0%, Spn DPM-DC inh inactive, Spn PMK inh 12, MK inhibit 12, HPDE-C7K KRASV12 5%, Alkaline phosphatase 0% and HT1080 cytotoxicity 5%.
`O=C(O)c1ccc(CSc2ncn[nH]2)cc1` gave LYP phosphatase 11%, Bfl-1 inhibitors 0%, HPDE-C7 cytotoxicity -11%, Spn DPM-DC inh inactive, Spn PMK inh 2, MK inhibit 4, HPDE-C7K KRASV12 10%, Alkaline phosphatase 10%, HT1080 cytotoxicity 3%, Spn PMK inh pilot replicates 3.0, MK inhibit pilot replicates 2.0 and Spn DPM-DC inh pilot screen % 1.0.
`COC(=O)NC1CSCC1OC(=O)CN1C(=O)c2ccccc2C1=O` (stereo not drawn) gave Bfl-1 inhibitors -2%, HPDE-C7 cytotoxicity 2%, Spn DPM-DC inh inactive, Spn PMK inh 11, MK inhibit 8, HPDE-C7K KRASV12 -4%, Alkaline phosphatase 7% and HT1080 cytotoxicity -5%.
`O=C(Cn1cnc2c(nnn2Cc2ccc(Cl)cc2)c1=O)OCc1ccccc1` gave LYP phosphatase 10%, Spn DPM-DC inh inactive, Spn PMK inh 8, MK inhibit 10 and HT1080 cytotoxicity -7%.
`COC(=O)Cn1c2c(c3cc(C)ccc31)CCCC2` gave LYP phosphatase 0%, HPDE-C7 cytotoxicity -2%, Spn DPM-DC inh inactive, Spn PMK inh 14, MK inhibit 11, HPDE-C7K KRASV12 7%, Alkaline phosphatase 0%, HT1080 cytotoxicity -5%, Spn PMK inh pilot replicates 1.5, MK inhibit pilot replicates 3.5 and Spn DPM-DC inh pilot screen % 1.0.
For Cc1ccccc1-c1nc(Cc2ccccc2)no1 the results were LYP phosphatase 8%, Bfl-1 inhibitors -2%, HPDE-C7 cytotoxicity 3%, Spn DPM-DC inh inactive, Spn PMK inh 4, MK inhibit 10, HPDE-C7K KRASV12 2%, Alkaline phosphatase 18%, HT1080 cytotoxicity 0%, Spn PMK inh pilot replicates 4.0, MK inhibit pilot replicates 0.0 and Spn DPM-DC inh pilot screen % 0.0.
`CNC(=O)CN(C#N)c1nc(N(C)C)nc(N(C)C)n1` gave LYP phosphatase -6%, Bfl-1 inhibitors -6%, HPDE-C7 cytotoxicity 4%, Spn DPM-DC inh inactive, Spn PMK inh 5, MK inhibit 11, HPDE-C7K KRASV12 0%, Alkaline phosphatase 8%, HT1080 cytotoxicity 1%, Spn PMK inh pilot replicates 2.5, MK inhibit pilot replicates 0.0 and Spn DPM-DC inh pilot screen % 1.5.
CC(=O)c1oc2ccccc2c1N was read as LYP phosphatase -7%, Bfl-1 inhibitors 2%, HPDE-C7 cytotoxicity 6%, Spn DPM-DC inh inactive, Spn PMK inh 7, MK inhibit 0, HPDE-C7K KRASV12 11%, Alkaline phosphatase 8% and HT1080 cytotoxicity -1%.
Screening O=C(Cn1ncn2cccc2c1=O)N1CCCCC1 returned LYP phosphatase 14%, Bfl-1 inhibitors -4%, HPDE-C7 cytotoxicity -13%, Spn DPM-DC inh inactive, Spn PMK inh 9, MK inhibit 5, HPDE-C7K KRASV12 -13%, Alkaline phosphatase 3% and HT1080 cytotoxicity 7%.
CC(=O)N1CCc2[nH]c3ccccc3c2C1 was read as Bfl-1 inhibitors 10%, HPDE-C7 cytotoxicity -19%, Spn DPM-DC inh inactive, Spn PMK inh 20, MK inhibit 4, HPDE-C7K KRASV12 -20%, Alkaline phosphatase -11% and HT1080 cytotoxicity -22%.
O=C(NCc1ccccc1)C(c1cccnc1)N(Cc1ccco1)C(=O)c1ccccn1 (stereo not drawn) was read as Bfl-1 inhibitors -5%, HPDE-C7 cytotoxicity 2%, Spn DPM-DC inh inactive, Spn PMK inh 10, MK inhibit 13, HPDE-C7K KRASV12 -13%, Alkaline phosphatase 6% and HT1080 cytotoxicity -14%.
Screening O=C(c1cnc2ccccn2c1=O)N1CCCc2ccccc21 returned LYP phosphatase 1%, Bfl-1 inhibitors -1%, HPDE-C7 cytotoxicity -3%, Spn DPM-DC inh inactive, Spn PMK inh 11, MK inhibit 0, HPDE-C7K KRASV12 9%, Alkaline phosphatase 5% and HT1080 cytotoxicity -3%.
CC(OC(=O)c1cccc(NS(C)(=O)=O)c1)C(=O)Nc1ccc(N2CCOCC2)cc1 (stereo not drawn) was read as LYP phosphatase -4%, Bfl-1 inhibitors -8%, HPDE-C7 cytotoxicity -30%, Spn DPM-DC inh inactive, Spn PMK inh 9, MK inhibit 3, HPDE-C7K KRASV12 -16%, Alkaline phosphatase 7%, HT1080 cytotoxicity 2%, Spn PMK inh pilot replicates 3.5, MK inhibit pilot replicates 1.0 and Spn DPM-DC inh pilot screen % 2.0.
Screening CC1CCCCN1CCNC(=O)c1ccc2c(=O)n(CCc3ccccc3)c(=O)[nH]c2c1 (stereo not drawn) returned Bfl-1 inhibitors -9%, HPDE-C7 cytotoxicity -2%, Spn DPM-DC inh inactive, Spn PMK inh 12, MK inhibit 8, HPDE-C7K KRASV12 5%, Alkaline phosphatase 17%, Spn PMK inh pilot replicates 1.5, MK inhibit pilot replicates 0.0 and Spn DPM-DC inh pilot screen % 14.
`CCCOn1c(OCC(C)C)nc2ccccc2c1=O` gave LYP phosphatase 0%, Bfl-1 inhibitors -3%, HPDE-C7 cytotoxicity -8%, Spn DPM-DC inh inactive, Spn PMK inh 6, MK inhibit 3, HPDE-C7K KRASV12 -18%, Alkaline phosphatase 9% and HT1080 cytotoxicity -6%.
`Cc1ccc(-c2nnc3c4ccccc4c(C)nn23)cc1S(=O)(=O)N1CCN(CCO)CC1` gave LYP phosphatase 6%, Bfl-1 inhibitors 22%, HPDE-C7 cytotoxicity 1%, Spn DPM-DC inh inactive, Spn PMK inh 6, MK inhibit 6, HPDE-C7K KRASV12 -3%, Alkaline phosphatase 11% and HT1080 cytotoxicity 18%.
Cc1ccc(OCC(=O)O)c(-n2nc3ccccc3n2)c1 was read as LYP phosphatase 2%, Bfl-1 inhibitors -7%, HPDE-C7 cytotoxicity -3%, Spn DPM-DC inh inactive, Spn PMK inh 12, MK inhibit 7, HPDE-C7K KRASV12 14%, Alkaline phosphatase 8% and HT1080 cytotoxicity -11%.

High-throughput results (PubChem)
